Growth percent in the NCI-60 one-dose screen (48 h, 10 µM unless noted): 100 = growth as untreated, 0 = no growth, -100 = all killed.
A498 = A498 renal cancer cells | 76,000 compounds, 5.4% hits | AID 1794774
CAKI-1 = CAKI-1 renal cancer; 75,000 compounds, 4.7% hits
UO-31 = UO-31 renal cancer; 81,000 compounds, 5.2% hits; AID 1794768
SN12C = SN12C renal cancer cells; 81,000 compounds, 3.8% hits
TK-10 = TK-10 renal cancer cells; 81,000 compounds, 3.9% hits; AID 1794769
ACHN = ACHN renal cancer; 81,000 compounds, 4.9% hits
U251 = U251 CNS tumor cells; 80,000 compounds, 5.4% hits; AID 1794753
RXF 393 = RXF 393 renal cancer cells; 77,000 compounds, 6.9% hits; AID 1794773
786-0 = 786-0 renal cancer cells | 81,000 compounds, 5.1% hits | AID 1794775
* marks the source's active call; other numbers are inactive results; . = not tested or not shown; & = joins results of further samples. Rule for the calls: active = growth percent below 10; inactive = the rest.

SMILES | A498 | CAKI-1 | UO-31 | SN12C | TK-10 | ACHN | U251 | RXF 393 | 786-0
CC1=CC(c2ccc(Cl)cc2)N2C=CSC2=N1 (stereo not drawn) | 79 | 97 | 93 | 101 | 107 | 100 | 101 | . | 104
O=C(NNC(=O)c1ccncc1)Nc1cc(Cl)ccc1Cl | 96 | 87 | 46 | 94 | 119 | 94 | 108 | 67 | 87
O=C(c1ccccc1)c1c(/C=C/c2ccc(Cl)cc2)nc2ccccc2c1/C=C/c1cccs1 | 77 | 81 | 83 | 90 | 99 | 94 | 94 | 104 | 95
C/C=C(\C)C1=C2CC[C@H](c3ccccc3)O[C@@H]2CCCN1S(=O)(=O)c1ccc(C)cc1 | 57 | 77 | 85 | 96 | 84 | 94 | 92 | 101 | 105
[N-]=[N+]=CC(=O)CCC(NC(=O)OCc1ccccc1)C(=O)OCc1ccccc1 (stereo not drawn) | 117 | 116 | 106 | 95 | 125 | 105 | 107 | 118 | 104
CCCCCCc1nc2c(c(C)nn2-c2ccccc2)c2c1CCCCC2 | 104 | 95 | 91 | 104 | 126 | 107 | 102 | 115 | 108
CC(C)c1nc(SCC(=O)NCCc2ccc(S(N)(=O)=O)cc2)[nH]c(=O)c1C#N | 89 | 98 | 88 | 96 | 100 | 102 | 112 | 100 | 104
CCCCN(CCCC)CC(CN(CCCC)CCCC)OC(=O)Nc1ccccc1 | 78 | . | 53 | 72 | 84 | 65 | 72 | 84 | 72
CC1OC(=O)c2cc3ccccc3nc21 (stereo not drawn) | 106 | 98 | 87 | 90 | 113 | 99 | . | 101 | 101
CC(=O)/C(=C/n1c(=S)[nH]c2ccccc21)C(=O)Nc1ccc([N+](=O)[O-])cc1 | 107 | 93 | 70 | 97 | 118 | 80 | 95 | 118 | 96
CS(=O)(=O)Nc1cc(-c2ccc3ncc(C#N)c(NCc4ccccc4)c3c2)cnc1Cl | -57* | -28* | 1.6* | 7.6* | -25* | 6.0* | 11 | -47* | 0.1*
COc1ccc(-c2csc(N/N=C/c3c(C)nn(-c4ccccc4)c3-n3ccnc3)n2)cc1 | 75 | 84 | 74 | 86 | 118 | 95 | 87 | 103 | 104
COc1ccc(/C=C/C(=O)Nc2ccccc2C(=O)N2CCCC2)cc1OC | 86 | . | 92 | 102 | 85 | 113 | 89 | 103 | 105
CCOC(=O)CCc1nc2ccccc2[nH]1 | 105 | 102 | 101 | 108 | . | 102 | 99 | 120 | 100
O=C(CN1CCN(c2ncnc3c2cnn3-c2ccccc2)CC1)Nc1ccc(Br)cc1 | 91 | -57* | -77* | 39 | 121 | -88* | 76 | 76 | -62*
O=C1N=C(N2CCN(c3ccccc3)CC2)S/C1=C\c1c(F)cccc1Cl | 90 | 101 | 82 | 91 | 122 | 104 | 93 | 114 | .
CC1(C)C=C2[C@H]3CC[C@@H]4[C@@]5(C)CCC(=O)C(C)(C)[C@@H]5CC[C@@]4(C)[C@]3(C)CC[C@@]2(C=O)CC1 | 102 | 88 | 100 | 100 | 111 | 101 | . | 102 | 103
CSC1=NCCCC1 | 106 | 115 | 87 | 110 | 125 | 102 | 103 | 108 | 111
Cc1cc2c(c(C)c1Cl)C(=O)/C(=C/c1ccccc1O)O2 | 115 | 85 | 55 | 92 | 135 | 80 | 68 | 107 | 104
Cc1ccccc1C(=O)NC1CCCCC1 | 91 | 100 | 96 | 102 | 93 | 99 | 98 | 123 | 98
CC(=O)C1=C(C)NC(NNc2ccccc2)=NC1c1ccccc1 (stereo not drawn) | 73 | 45 | 55 | 84 | 98 | 88 | 109 | 61 | 89
Cn1cc(-c2cc(N)n3nc(-c4c[nH]c5ccccc45)cc3n2)c2cc(Cl)ccc21 | -59* | -64* | -80* | -81* | -90* | -76* | -95* | -85* | -68*
Cn1cc(-c2csc(-c3cn(CCN)c4ccc(Br)cc34)n2)c2cccnc21 | 84 | . | 61 | 69 | 116 | 51 | 63 | 76 | 73
N/C(=N\c1nc2ccccc2s1)NC(=O)Nc1ccccc1 | 43 | 44 | 46 | 29 | 75 | 56 | 21 | 62 | 52
CCOC(=O)N/N=C\C(C)=N\NC(=O)OCC | 103 | 90 | 85 | 95 | 99 | 99 | 93 | 125 | 101
C#CCNC(=O)[C@]12CCC(C)(C)C[C@H]1C1=CC[C@@H]3[C@@](C)(CCC#N)[C@H](C(=C)C)CC[C@@]3(C)[C@]1(C)CC2 | 129 | 40 | 37 | 69 | 72 | 60 | 55 | 67 | 75
Nn1c(Cc2ccccc2)nnc1Cc1ccccc1 | 91 | 94 | 82 | 95 | 109 | 97 | 99 | 113 | 104
Cc1ccccc1C(=O)c1ccccc1C(=O)c1ccccc1 | 114 | 76 | 79 | 105 | 97 | 106 | 89 | . | 103
O=C(Nc1ccc([N+](=O)[O-])cc1)NN1CCCCCC1 | 101 | 84 | 70 | 102 | 127 | 90 | 88 | 115 | 107
N#C/C(=C/c1cc([N+](=O)[O-])ccc1Cl)C(N)=O | 111 | 87 | 73 | 99 | 108 | 105 | 94 | 99 | 104
CCCCN=C1OCc2[nH][nH]c(=O)c21 | 97 | 102 | 91 | 102 | 96 | 107 | . | 99 | 97
CNc1cc(C(=O)O)nc(NC)n1 | 80 | 98 | 88 | 95 | 99 | 100 | 100 | 96 | 105
CS(=O)(=O)Nc1ccc(C(=O)CC2(O)C(=O)Nc3ccc(F)cc32)cc1 (stereo not drawn) | 104 | 93 | 78 | 99 | 134 | 98 | 101 | 124 | 105
O=c1oc2ccc(Cl)cc2c(=O)n1-c1cc(C(F)(F)F)cc(C(F)(F)F)c1 | -69* | -25* | 6.2* | 1.3* | 0.3* | 4.0* | -15* | -6.0* | -12*
CCOC(=O)N1CCN(S(=O)(=O)c2oc(-c3ccc(F)cc3)nc2C#N)CC1 | 128 | 103 | 77 | 101 | 127 | 106 | 102 | 119 | 108
O=S(=O)(NCCNc1cc(-c2cn(-c3ccccc3)nc2-c2cccc(O)c2)ccn1)c1cccc(F)c1 | 57 | 44 | 23 | 50 | 56 | 36 | 32 | 62 | 17
S=c1[nH]nc(SCc2ccccc2)c2[nH]cnc12 | 91 | 110 | 100 | 100 | 106 | 101 | 100 | 115 | 99
CN(C)c1ccc([N+](=O)[O-])cc1[N+](=O)[O-] | 107 | 96 | 85 | 98 | 110 | 101 | 98 | 100 | 95
C=CCNc1nnc(CN2CCN(c3cc4c(cc3F)c(=O)c(C(=O)O)cn4C3CC3)CC2)o1 | 97 | . | 86 | 106 | 97 | 101 | 107 | 123 | 97
O=[N+]([O-])c1cc(Cl)cc(Cl)c1OC1C=CCC1 (stereo not drawn) | 115 | 109 | 93 | 97 | 105 | 97 | 95 | 109 | 101
CCCCOC(c1cc2c(cc1Br)OCO2)C(C)Br (stereo not drawn) | 94 | 93 | 94 | 102 | 96 | 103 | 98 | 109 | 96
COc1ccc(-c2cc(-c3cccnc3)nc3sc4c(c23)N=NN2CCN=C42)cc1OC | 104 | 104 | 101 | 101 | 93 | 114 | 94 | 94 | 98
O=C(CSc1ccc(-c2ccc(Br)cc2)nn1)Nc1ccc(Cl)c(C(F)(F)F)c1 | 98 | 78 | . | 83 | 80 | 88 | 94 | 87 | 90
Cc1ccc(Cc2cnc(NC(=O)CCN3C(=O)/C(=C/c4ccc(Cl)cc4)SC3=S)s2)cc1 | 107 | 96 | 87 | 101 | 116 | 107 | 99 | 114 | 102
Clc1ccc(CSc2nnc(-c3ccc(Cl)cc3)n2-c2ccccc2)cc1 | 68 | 63 | 68 | 83 | 93 | 55 | 81 | 57 | 60

Given as comma-separated lines: entries from further up
SMILES,A498,CAKI-1,UO-31,SN12C,TK-10,ACHN,U251,RXF 393,786-0
O=S(=O)(NCCNc1cc(-c2cn(-c3ccccc3)nc2-c2cccc(O)c2)ccn1)c1cccc(F)c1,57,44,23,50,56,36,32,62,17
S=c1[nH]nc(SCc2ccccc2)c2[nH]cnc12,91,110,100,100,106,101,100,115,99
CN(C)c1ccc([N+](=O)[O-])cc1[N+](=O)[O-],107,96,85,98,110,101,98,100,95
C=CCNc1nnc(CN2CCN(c3cc4c(cc3F)c(=O)c(C(=O)O)cn4C3CC3)CC2)o1,97,.,86,106,97,101,107,123,97
O=[N+]([O-])c1cc(Cl)cc(Cl)c1OC1C=CCC1 (stereo not drawn),115,109,93,97,105,97,95,109,101
CCCCOC(c1cc2c(cc1Br)OCO2)C(C)Br (stereo not drawn),94,93,94,102,96,103,98,109,96
COc1ccc(-c2cc(-c3cccnc3)nc3sc4c(c23)N=NN2CCN=C42)cc1OC,104,104,101,101,93,114,94,94,98
O=C(CSc1ccc(-c2ccc(Br)cc2)nn1)Nc1ccc(Cl)c(C(F)(F)F)c1,98,78,.,83,80,88,94,87,90
Cc1ccc(Cc2cnc(NC(=O)CCN3C(=O)/C(=C/c4ccc(Cl)cc4)SC3=S)s2)cc1,107,96,87,101,116,107,99,114,102
Clc1ccc(CSc2nnc(-c3ccc(Cl)cc3)n2-c2ccccc2)cc1,68,63,68,83,93,55,81,57,60

Continuation.
SMILES | A498 | CAKI-1 | UO-31 | SN12C | TK-10 | ACHN | U251 | RXF 393 | 786-0
CCn1cnc2c(=S)nc[nH]c21 | 119 | 117 | 90 | 104 | 116 | 114 | 102 | 102 | 104
O=C1NC(=O)c2cc([N+](=O)[O-])cc3cccc1c23 | 87 | 85 | 66 | 98 | 107 | 103 | 82 | 98 | 99
CCCCC1(CC)COC(C)(c2ccccc2)OC1 (stereo not drawn) | 93 | 104 | 94 | 101 | 96 | 112 | 104 | 113 | 105
O=c1[nH]c2ccccc2cc1CSc1cccc(Nc2nccc(-c3ccc4ccccc4c3)n2)c1 | 106 | 81 | 73 | . | 80 | 95 | 82 | 81 | 75
COc1ccc(Nc2nc(SCC(=O)Nc3nc4ccc(C)cc4s3)nc(-c3ccccc3)c2C#N)cc1 | 116 | 91 | 94 | 97 | 90 | 97 | 104 | 93 | 87
CCSC(=O)CCC(C)C1CCC2C3CC=C4CC(OC(C)=O)CCC4(C)C3CCC12C (stereo not drawn) | 101 | 100 | 92 | 101 | 107 | 109 | 96 | 115 | 106
Cc1[nH]nc(C(N)=O)c1N=NN(C)C | 89 | 79 | 85 | 100 | 109 | 95 | 91 | 94 | 103
OCNc1ccc(-n2cnc3cc(-c4ccc(O)cc4)ccc32)cc1C(F)(F)F | 75 | 34 | 13 | 20 | 47 | 12 | 17 | 47 | 23
O=S(=O)(c1ccc(NC(=S)NCc2ccncc2)cc1)N1CCCCC1 | 66 | 94 | 79 | 92 | 96 | 86 | . | . | 92
O=c1[nH]c(=O)n(C2CC(O)C(CO)O2)cc1CO (stereo not drawn) | . | 86 | 102 | 76 | 90 | 101 | 3.0* | 100 | -19*
COc1ccc2[nH]c(=O)c3c4ccccc4cn3c2c1 | 50 | . | 9.1* | 22 | 17 | 23 | 9.8* | -25* | 18
COc1cccc(/C=C/c2nc3c(cnn3-c3ccccc3)c(=O)[nH]2)c1 | 103 | 89 | 81 | 109 | 270 | 84 | 98 | 70 | 102
CCOC(=O)c1csc(NC(=S)Nc2ccc(Oc3ccccc3)cc2)n1 | 63 | 76 | 57 | 87 | 84 | 99 | 71 | 93 | 85
CC(=O)OC(C)c1ccccc1 (stereo not drawn) | 72 | 102 | 89 | 105 | 109 | 111 | 99 | 116 | 100
CC(C)=CN1CCCCC1 | 95 | 99 | 97 | 100 | 102 | 102 | 93 | 104 | 101

2 of the compounds above, as a markdown table.
| Molecule | A498 | CAKI-1 | UO-31 | SN12C | TK-10 | ACHN | U251 | RXF 393 | 786-0 |
| --- | --- | --- | --- | --- | --- | --- | --- | --- | --- |
| CCn1cnc2c(=S)nc[nH]c21 | 119 | 117 | 90 | 104 | 116 | 114 | 102 | 102 | 104 |
| O=C1NC(=O)c2cc([N+](=O)[O-])cc3cccc1c23 | 87 | 85 | 66 | 98 | 107 | 103 | 82 | 98 | 99 |

(further entries)
SMILES | A498 | CAKI-1 | UO-31 | SN12C | TK-10 | ACHN | U251 | RXF 393 | 786-0
CCCCOc1nc2c(C)cccc2cc1/C=C/c1cc(/C=C/c2cc3cccc(C)c3nc2OCCCC)n(-c2ccccc2)n1 | 108 | 96 | 85 | 102 | 103 | 109 | 106 | 122 | 108
CCOc1ccccc1NC(N)=S | 98 | 104 | 81 | 97 | 110 | 103 | 99 | 105 | 91
COc1cc(-c2n[nH]nc2-c2cnccn2)cc(OC)c1OC | 110 | . | 94 | 93 | 153 | 105 | 104 | . | 100
CC/C(=C(\c1ccc(OCCN2CCCCCC2)cc1)c1ccc(OC(=O)C2CCCCC2)cc1)c1ccccc1 | 101 | 110 | 72 | 96 | 102 | 104 | 106 | 103 | 99
Cc1nc(Nc2nc3ccc(F)cc3s2)nc(-c2ccccc2)c1C(=O)Nc1ncccn1 | 113 | 93 | 72 | 103 | 99 | 90 | 97 | 115 | 97
CC1=CC(C)(C)NC(=S)N1c1cccc(Cl)c1 | 91 | 88&107 | 85&97 | 96&114 | 102&96 | 102&102 | 97&103 | 110&114 | 110&109
Oc1c(I)cc(-c2nc3ccccc3s2)cc1CN(Cc1ccccn1)Cc1ccccn1 | 18 | 5.4* | -27* | 17 | 14 | 8.9* | 8.2* | 33 | 2.8*
COc1ccc(Cc2cnc(NC(=O)c3cc(C)oc3C)s2)cc1 | 16 | 25 | 40 | 43 | 58 | 40 | 36 | 16 | 43
Cc1ccc(-n2c(C(=O)NC3CC3)cc3cccnc32)cc1Cl | 92 | 81 | 80 | 98 | 101 | 83 | 97 | 98 | 90
CCN(CCO)C(c1ccc(Cl)cc1)C(O)c1ccc(Cl)cc1 (stereo not drawn) | 83 | 89 | 91 | 99 | 76 | 91 | 103 | 92 | 80
CC1(C)CC(=O)C2=C(C1)N(Cc1ccc(C(=O)O)cc1)C1=C(C(=O)CC(C)(C)C1)C2c1ccc([N+](=O)[O-])cc1 | 119 | 94 | 93 | 111 | 99 | 114 | 112 | 122 | 104
CCCCc1nc2c(N)nc3ccccc3c2n1Cc1ccc(Cl)cc1 | 55 | 68 | 65 | 79 | 85 | 76 | 93 | 52 | 94
Cc1cc([N+](=O)[O-])ccc1NC(=O)OC(C)C | 96 | 106 | 100 | 102 | 106 | 99 | . | 103 | 98

Source: PubChem (NCI)
